High-throughput results deposited in PubChem BioAssay by National Center for Advancing Translational Sciences (NCATS).
12-LOX inh = blocks human arachidonate 12S-lipoxygenase; P18054; purified 12hLO, xylenol orange hydroperoxide absorbance; Potency, µM (titrated, usually from 108 µM), for inactives: at the highest dose activity change, negative = inhibition, usual class: inhibitors; actives 1.1% (n = 580,000); AID 1671190; active means well fitted inhibition curve with a large enough effect; inconclusive means small, poorly fitted or top-dose-only effect, or another doubt; inactive means no such curve, though single readings can be large or run the other way
Target sequence (P18054 whole entry, looked up): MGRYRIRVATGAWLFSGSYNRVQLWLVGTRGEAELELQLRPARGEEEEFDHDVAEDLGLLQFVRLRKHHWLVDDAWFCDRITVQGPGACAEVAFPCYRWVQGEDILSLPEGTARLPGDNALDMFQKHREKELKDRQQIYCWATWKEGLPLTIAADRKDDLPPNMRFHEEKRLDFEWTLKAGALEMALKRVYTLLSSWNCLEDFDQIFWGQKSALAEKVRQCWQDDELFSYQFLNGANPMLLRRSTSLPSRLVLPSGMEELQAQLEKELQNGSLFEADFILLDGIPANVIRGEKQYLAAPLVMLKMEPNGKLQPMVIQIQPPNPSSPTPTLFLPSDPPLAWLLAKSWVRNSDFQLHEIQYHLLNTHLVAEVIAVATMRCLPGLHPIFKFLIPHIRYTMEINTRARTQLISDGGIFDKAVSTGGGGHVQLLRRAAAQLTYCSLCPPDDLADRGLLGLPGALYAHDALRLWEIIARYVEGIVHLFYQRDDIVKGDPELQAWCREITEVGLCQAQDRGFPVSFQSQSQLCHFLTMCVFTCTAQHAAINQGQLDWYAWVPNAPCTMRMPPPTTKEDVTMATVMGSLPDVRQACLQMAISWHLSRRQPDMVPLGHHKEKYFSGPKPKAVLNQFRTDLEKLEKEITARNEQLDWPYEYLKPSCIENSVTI
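Purified human 12hLO at 150 nM in 25 mM Hepes, 0.01% Triton X-100, pH 7.0, preincubated 15 min at room temperature with compound. Reaction started with 40 uM arachidonic acid, 30 min at room temperature. Hydroperoxide measured by Fe-xylenol orange, 573/405 nm absorbance ratio.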
Numbers without * were called inactive; ? = inconclusive; [ ] = remark or other dose. On the % scale 0 is the no-effect control and ±100 the full control effect; potency means the concentration at half of the fitted maximal effect. Only part of the results is shown (hit frequency here may not be typical).

Preview, 4 compounds:
entry	compound	12-LOX inh
1	COCCNC(=O)[C@@H]1C[C@H](Oc2ccccc2)CN1C(=O)c1cc2ccccc2[nH]1	10%
2	O=C(NC1CCCN(c2cc(-c3ccccc3)[nH]n2)C1)c1cccc(F)c1 (stereo unspecified)	57%[activator]
3	CCCn1c(C)cnc1CCNC(=O)c1ccc(OC)nc1	42%[activator]
4	CN(CC(=O)N1CCC(CCOc2ccccc2F)C1)S(=O)(=O)c1cccs1 (stereo unspecified)	23%

Main list, previewed entries included:
entry	compound	12-LOX inh
1	COCCNC(=O)[C@@H]1C[C@H](Oc2ccccc2)CN1C(=O)c1cc2ccccc2[nH]1	10%
2	O=C(NC1CCCN(c2cc(-c3ccccc3)[nH]n2)C1)c1cccc(F)c1 (stereo unspecified)	57%[activator]
3	CCCn1c(C)cnc1CCNC(=O)c1ccc(OC)nc1	42%[activator]
4	CN(CC(=O)N1CCC(CCOc2ccccc2F)C1)S(=O)(=O)c1cccs1 (stereo unspecified)	23%
5	CCC(=O)N1Cc2ccccc2CC2(CCCCN2C)C1 (stereo unspecified)	-1%[12.5 µM]
6	Cc1cccc(NC(=O)N2CCC3(CC2)CC(N(C(=O)NC(C)C)C2CC2)CCO3)c1 (stereo unspecified)	2%
7	CC(C)CCN1CC2(CCCN(C(=O)c3cc(C(F)(F)F)[nH]n3)C2)CCC1=O (stereo unspecified)	?
8	CCn1nc(-c2ccccc2S(=O)(=O)NC(C)(C)C)nc1N(C)C	6%
9	N#C/C(=C/c1ccccc1OCc1ccccc1)c1ccccc1F	24%
10	CCOc1ccc(C(C)NC(=O)Cc2nn(C)c(=O)c3ccccc23)cc1 (stereo unspecified)	-9%
11	O=c1n(-c2ccc(F)cc2F)nc2n1CCN(Cc1cccs1)C2	?
12	CC(C)CN1C(=O)COC[C@@H]1[C@H](O)c1ccc(NC(=O)c2ccc3c(c2)OCO3)cc1	66%[activator][176 µM]
13	CCOc1cc(=O)n2c(c1C(=O)NCc1cccc(Cl)c1)CCCC2	25%
14	COc1ccc(OC)c([S+](=O)([O-])c2nnn3c2nc(NCc2ccc(F)cc2)c2ccccc23)c1	1%[6.33 µM]
15	Cc1nc(N2CCC(NC(=O)c3ccc(C)s3)CC2)cc(C(F)(F)F)n1	17%
16	Cc1ccc(S(=O)(=O)N(CC(=O)N2CCc3ccccc3C2)Cc2cccc(C)c2)cc1	-12%
17	CCOc1cccc(/C=C2\N=C(SC)SC2=O)c1	?
18	COCCCNc1ccc2nnc(-c3ccc(C)cn3)n2n1	14%[176 µM]
19	COc1ccc(-c2cc(C)no2)cc1S(=O)(=O)CCC(=O)Nc1ccc(C)c(C)c1	-4%
20	CC(OC(=O)c1cc(-c2ccc(F)cc2)nc2ccccc12)C(N)=O (stereo unspecified)	?
21	Cc1noc(C)c1-c1cc2c(cc(C)n2C)c(-c2cnn(C)c2)n1	-16%[176 µM]
22	COc1ccc2c(COC(=O)c3cc4ccccc4cc3O)cc(=O)oc2c1	-28%
23	COC(=O)c1ccc(NC(=O)CCc2c(C)nc3cc(-c4cccc(F)c4)nn3c2C)cc1	6%
24	CCN1c2cc(C(=O)Nc3ccc(C(N)=O)cc3)ccc2C(=O)N2CCCCCC21 (stereo unspecified)	-7%
25	COc1cc(=O)n2c(c1C(=O)N(C)Cc1nccs1)CCN(Cc1c(F)ccc(F)c1F)CC2	6%

Next entries.
entry	compound	12-LOX inh
26	COCc1cccc(C(=O)Nc2cccc(Oc3ccccc3)c2)c1	-19%
27	Cn1c(=O)[nH]c(=O)c2c1nc(N1CCCCCC1)n2CCc1ccccc1	9%
28	Cc1ccc(-n2cccc2C=O)c(C)c1	?
29	CC(C)CC(NC(c1ccccc1)(c1ccccc1)c1ccccc1)C(=O)O (stereo unspecified)	?
30	O=C(COc1ccccc1-n1cnnc1)NC1CCCc2c1[nH]c1ccccc21 (stereo unspecified)	63%[activator]
31	CCOc1ccc(C(=O)N2CCN(c3cc(-c4ccc(F)cc4)[nH]n3)CC2)cc1OCC	-9%
32	CCN1C(=O)C2CC3(CCN(C(=O)c4nccn4C)CC3)CN2C1=O (stereo unspecified)	38%[activator]
33	CC1(COCC2CC2)COc2ccc(C(=O)Nc3ccccc3)cc2N1 (stereo unspecified)	8%[176 µM]
34	NNC(=S)Nc1cccc(Br)c1	?
35	CCC(NC(=O)c1n[nH]c(=O)c2ccccc12)c1ccc(Br)cc1 (stereo unspecified)	16%
36	Cc1noc(C)c1S(=O)(=O)N1CCCc2nc(-c3ccc(F)cc3)ccc21	1%
37	COC(=O)N1CCc2nc(C3CC3)nc(-c3ccc(Cl)cc3)c2C1	-5%[176 µM]
38	Cc1nc(-c2ccc(CNC(=O)CN3CCN(c4ncccn4)CC3)cc2)no1	35%
39	CC(=O)NCCc1ccccc1	7%
40	O=C(NC1(c2ccccc2)CCC1)c1cc2ccccc2oc1=O	23%
41	Cc1ccc(C(=O)N2CC[C@@H]3COCCN(C)[C@@H]3C2)s1	9%
42	CC(=O)NC1(C)CCN(Cc2ccccc2-c2cccc(C(C)=O)c2)C1 (stereo unspecified)	35µM*
43	c1csc(CN2Cc3[nH]cnc3C[C@H]2c2nc(-c3ccc4c(c3)OCO4)no2)c1	68%[activator][176 µM]
44	c1cncc(CNc2cc(-c3ccoc3)ncn2)c1	?
45	O=C(c1ccc2c(c1)N(Cc1ccccc1)C(=O)c1ccccc1S2=O)N1CCC2(CC1)OCCO2 (stereo unspecified)	24%
46	COc1ccccc1N1CCN(C(=O)CCn2cnc3ccccc3c2=O)CC1	10%
47	CN(Cc1c(F)cccc1Cl)C(=O)c1ccc(NS(C)(=O)=O)cc1	29%
48	C=CCNC(=O)N1CCC(O)(c2csc(CN3CCN(C)CC3)n2)CC1	-37%[176 µM]
49	Cc1nn(C)c(C)c1C(=O)N1CCCN(Cc2ccc(F)cc2)C(C(C)C)C1 (stereo unspecified)	30%
50	CCCCn1c(=O)[nH]c(=O)c2c1nc(-c1csnn1)n2CC(C)C	0%

Four entries from above in a different format:
[40] O=C(NC1(c2ccccc2)CCC1)c1cc2ccccc2oc1=O
  12-LOX inh: 23%

[41] Cc1ccc(C(=O)N2CC[C@@H]3COCCN(C)[C@@H]3C2)s1
  12-LOX inh: 9%

[42] CC(=O)NC1(C)CCN(Cc2ccccc2-c2cccc(C(C)=O)c2)C1 (stereo unspecified)
  12-LOX inh: 35µM*

[43] c1csc(CN2Cc3[nH]cnc3C[C@H]2c2nc(-c3ccc4c(c3)OCO4)no2)c1
  12-LOX inh: 68%[activator][176 µM]

New compounds follow.
entry	compound	12-LOX inh
51	CSCC(=O)N1CC[C@H](NC(=O)Nc2ccc(F)cc2F)[C@H]1C(=O)N(C)CC(N)=O	18%[176 µM]
52	O=S(=O)(NCC1CCOCC1)c1ccc(F)c(F)c1	32%
53	Cc1ccc(CNC(=O)Cn2c(N3CCN(c4ccccc4)CC3)nc(C)cc2=O)cc1	-2%
54	O=c1[nH][nH]c2c1C(c1ccc(F)cc1)OC(CCc1ccccc1)C2 (stereo unspecified)	?
55	O=C(CCc1ccsc1)NC1CCSc2ccc(F)cc21 (stereo unspecified)	-45%
56	O=C1CCN(C(=O)c2cccs2)CCCC(c2nc(-c3cccnc3)no2)CCN1 (stereo unspecified)	8%
57	COCCCNC(=O)C(NC(=O)C1CC1)C1CCN(C(=O)c2ccccc2)CC1 (stereo unspecified)	31%
58	CCOC(=O)N1CCC(NC(=O)c2cc3cc(F)ccc3[nH]2)CC1	-7%
59	CCOc1ccccc1C(=O)N1CCC[C@H]1c1nc(-c2ccc(F)cc2)no1	20%
60	NC(=O)c1ccc(CC2CCN(C(=O)C3CC=CC3)CC2)cc1	6%
61	CN(Cc1ccc(F)cc1)C(=O)c1ccc(F)cc1	38%[176 µM]
62	COc1ccc(C(=O)NCc2ccccc2)cc1	-12%
63	CCOC(=O)/C=C/[C@H](CC(C)C)NC(=O)C(F)(F)F	-2%
64	CCc1ccc(C(=O)N2CCC(Oc3ncccc3C(=O)N3CCCCC3)C2)cc1 (stereo unspecified)	32%[activator]
65	O=C(NCCCNC(=O)c1cc(Cl)ccc1Cl)c1nc2ccccc2c(=O)[nH]1	16%
66	O=C(N[C@H]1C[C@@H](CO)N(CCc2ccccc2)C1)c1cccnc1	?
67	CC(Nc1ccc(NS(C)(=O)=O)cc1)C(=O)Nc1ccc(Cl)cn1 (stereo unspecified)	?
68	Cc1ccc(-c2cc(C(=O)NCCc3ccccc3)c3ccccc3n2)cc1	-4%
69	O=C1Cc2cc(S(=O)(=O)NCc3ccco3)cc3c2N1CCC3	?
70	COc1ccc2c(C)c(CC(=O)NCc3ccco3)c(=O)oc2c1	?
71	Cc1ccc(C2Cn3nnc(C(=O)N4CCC(C(=O)NCCc5ccccc5)CC4)c3CO2)cc1 (stereo unspecified)	5%
72	COCCNC(=O)C1(C)CN(Cc2ccccc2)Cc2ccc(Nc3ccccc3)nc21 (stereo unspecified)	84%[activator][176 µM]
73	Cc1nc2ccccc2nc1CN1C(=O)C(=O)N(C2CCCC2)C1=O	20%
74	O=C(CSc1c2c(nc3ccc(Cl)cc13)CCCC2)NCc1cccs1	?
75	O=C(/C=C/c1ccccc1)Nc1ccc2c(c1)CCC2	-6%

(next part)
entry	compound	12-LOX inh
76	COc1ccc(OC)c2c1CC(C)(C)n1c(-c3ccccc3)nnc1-2	-5%
77	CCN(CC)C(=O)C(C)[C@@H]1CC[C@@]2(C)CC[C@H](NC(C)=O)[C@@H](C)[C@@H]2[C@H]1O (stereo partly specified)	-11%[176 µM]
78	CCC(CC)C(=O)N1CCC2(CC1)C(=O)N(CC)c1ccccc12	34%
79	CC[C@@H]1Cc2[nH][nH]c(=O)c2[C@@H](c2ccc(Cl)cc2)O1	?
80	O=C(NC1CCN(c2cc(-c3ccccc3)[nH]n2)C1)c1ccc(F)c(F)c1 (stereo unspecified)	52%[activator]
81	CCC(CC)C(=O)NC1CCN(C(=O)N2CC3CC(C2)[C@H]2CCCC(=O)N2C3)CC1 (stereo partly specified)	51%[activator]
82	C=Cc1ccc(Cn2nc(-c3ccc(C)c(S(=O)(=O)N4CCCC4)c3)ccc2=O)cc1	43%[activator]
83	Cc1ccc(C)c(NC(=O)C(Sc2ccc(S(=O)(=O)N3CCOCC3)cn2)c2ccccc2)c1 (stereo unspecified)	-4%
84	Cc1cc2nc(-c3ccc(F)cc3)c(Cc3cccc(Cl)c3)n2c(C)c1Br	-67%
85	CC(C)NC(=O)c1ccccc1OCC1CCCN(CC2=Cc3ccccc3OC2)C1 (stereo unspecified)	-30%
86	CCOc1ccc(NC(=O)N2CCCC(Cn3c(C4CC4)nc4cccnc43)C2)cc1 (stereo unspecified)	26%
87	COc1ccc(/C=C/C(=O)OCc2cc(=O)oc3c(C)c(C)ccc23)cc1OC	2%
88	O=C(CCc1nc2ccc(Cl)cc2[nH]1)N1CC(CO)C2(CCNCC2)C1 (stereo unspecified)	?
89	CC1(c2ccccc2)N(Cc2ccccc2)C(=O)OC12CCN(C(=O)c1ccc(F)cc1)CC2 (stereo unspecified)	14%
90	C=CCn1c(N)c(C(=O)NCc2ccccc2)c2nc3ccccc3nc21	-1%
91	CCOc1ccc(NC(=O)C(CC)Oc2ccccc2F)c2cccnc12 (stereo unspecified)	-14%
92	CCOc1cc2nc(-c3ccc(OC)c(OC)c3)nc(N3CCC(C(N)=O)CC3)c2cc1OC	?
93	CCn1ccc(C(=O)N2CCC(Oc3ccccc3-c3nc(C)no3)C2)n1 (stereo unspecified)	27%
94	Cc1ccc(C(O)CNC(=O)c2ccc3c(c2)NC(=O)CS3)cc1 (stereo unspecified)	?
95	C=CCNC(=O)NC(=O)CN(C)CC#N	-1%
96	COCc1cc(CNC(=O)C2COc3ccccc3C2)[nH]n1 (stereo unspecified)	-24%
97	CN1CCN(C2CN(Cc3cn(Cc4ccc(C(F)(F)F)cc4)nn3)S(=O)(=O)C2)CC1 (stereo unspecified)	?
98	O=C1CCN(S(=O)(=O)c2ccccc2)CCCN(S(=O)(=O)c2cccc(F)c2)CCN1	-7%
99	CN1CC2(CCN(C(=O)c3ccc4ccccc4n3)CC2)CC1C(=O)N1CCOCC1 (stereo unspecified)	18%
100	CC(C)N(C)CCNC(=O)Nc1ccccc1C(F)(F)F	63%[activator]

Next section.
entry	compound	12-LOX inh
101	COc1ccc(NC(=O)N2C[C@@H](F)C[C@H]2C(=O)N2CCCCC2)cc1OC	24%
102	O=C(NCc1ccccn1)c1cc(C(F)(F)F)cc(C(F)(F)F)c1	-13%
103	O=C(NCc1ccncc1)c1cnn(-c2nccc(-c3cccs3)n2)c1C1CC1	26%
104	c1coc(-c2nn3c(COc4ccc5c(c4)OCO5)nnc3s2)c1	-28%
105	CSCCC(c1nc2ccccc2[nH]1)n1c(/C=C/c2ccc(F)c(F)c2)nc2ccccc21 (stereo unspecified)	-17%
106	O=C(NCc1ccc(Br)o1)c1nc(-c2ccccc2)no1	-28%
107	CCCCCC(C)O (stereo unspecified)	0%[176 µM]
108	Cc1ccc(-c2nn(CCC(=O)N3CCN(Cc4ccccc4)CC3)c(=O)c3ccccc23)cc1	?
109	C#CCN(C)C(=O)C[C@@H]1CCNC[C@@H]1Cc1cc(COc2ccccc2)on1	9%[176 µM]
110	Cn1c(C(=O)NC2CCN(C3CC3)C2)cc2ccccc21 (stereo unspecified)	?
111	CCc1cccc2c(C=O)c[nH]c12	-19%
112	c1ccc(Nc2ncnc3ccc(-c4ccoc4)cc23)cc1	-30%
113	C#CCNC(=O)C[C@@H]1C[C@@]2(C(=O)OCC)CCCC=C2N(CCC2=CCCCC2)C1=O	-61%
